CendR NRP1 mod: modulators of CendR peptide binding to human neuropilin-1. inhibition, % at 25 µM. 360,000 tested, 0.85% active. FAM-RPARPAR peptide binding to NRP-1, fluorescence polarization. AID 602438;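 active = inhibition or corrected inhibition above about 18%, plus a signal ratio from 0.5 to 1.5, limit read from the data, passing the limit was not always enough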; note: strong numbers were not always called active
FAS-TE inh: blocks the thioesterase domain of human fatty acid synthase. P49327. recombinant FAS-TE, OMFH fluorogenic substrate, fluorescence endpoint. inhibition, % at 15 µM. 360,000 tested, 0.67% active. AID 602261;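 active = compounds whose normalised, plate-corrected inhibition of enzyme fluorescence in the single-dose primary screen is 50% or more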;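 note: 0% = DMSO with enzyme and 100% = substrate without enzyme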
MLLE-PAM2 inh: inhibitors of microRNA-mediated deadenylation, human PABP1 MLLE binding; P11940; GST-MLLE / FITC-PAM2 fluorescence polarization; inhibition, % at 20 µM; 360,000 tested, 0.36% active; AID 588489; in the data active = inhibition above about 35%, passing the limit was not always enough;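 note: plate controls were DMSO wells with GST-MLLE for no effect and wells lacking GST-MLLE protein for full effect; some results filed as inactive read as strong as hits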
MT1-MMP act inh: blocks activation of human MT1-MMP. GFP/RFP ratio change, % at 20 µM. 360,000 tested, 0.061% active. AID 651647. HT1080 RFP-PRO-GFP cells, GFP/RFP ratio fluorescence, overnight; percent of plate control window, DMSO zero;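 active = GFP/RFP ratio change of at least 30% with cell ATP level not reduced by more than half and red fluorescence within 50% of control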; note: strong numbers were not always called active
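Assay system: RFP-PRO-GFP reporter HT1080 cells; read-out basis: GFP/RFP fluorescence ratio; benchmarks: DMSO wells and RFP-L50D-GFP cells; doses: 20 µM single dose, 1% DMSO; schedule: overnight cell settling, then overnight compound exposure, 37 °C, 5% CO2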
E coli Lon inh: inhibits E. coli Lon protease; inhibition, % at 7.94 µM; 360,000 tested, 0.42% active; AID 602123; purified E. coli Lon protease, fluorescence polarization; P0A9M0; in the data active = inhibition above about 13%, passing the limit was not always enough;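 note: 0% = enzyme with probe and DMSO and 100% = no enzyme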
SKN-1 block: C. elegans SKN-1 inhibition. C. elegans VP596 Pgst-4::GFP/RFP ratio, acrylamide-induced, 24 h. 360,000 tested, 0.49% active. inhibition, % at 21.8 µM;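 active = interference check ratio from 0.5 to 1.5 plus GFP to RFP signal ratio inhibition reaching or exceeding a fixed threshold, cut at about 30% in these data, passing the limit was not always enough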; note: some compounds called inactive have numbers as strong as hits
Neddyl block: inhibitors of human cullin neddylation; P61081+Q13564; TR-FRET cullin neddylation, biochemical; calls only at 25 µM; 360,000 tested, 0.58% active; AID 651699; in the data active = inhibition above about 36%
MsrA act: bovine methionine sulfoxide reductase A activation; purified bovine MsrA, absorbance read-out; activation, % at 10.6 µM; 360,000 tested, 0.3% active; in the data active = activation above about 7.5%;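 note: 0% = vehicle and 100% = reference activator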
Rin1-Abl PPI inh: blocks binding of human Rin1 to Abl. TR-FRET Rin1/Abl binding, biochemical. inhibition, % at 7.35 µM. 360,000 tested, 0.4% active. AID 588664; in the data active = inhibition above about 5%, passing the limit was not always enough
Target sequence (P00519 whole entry, looked up): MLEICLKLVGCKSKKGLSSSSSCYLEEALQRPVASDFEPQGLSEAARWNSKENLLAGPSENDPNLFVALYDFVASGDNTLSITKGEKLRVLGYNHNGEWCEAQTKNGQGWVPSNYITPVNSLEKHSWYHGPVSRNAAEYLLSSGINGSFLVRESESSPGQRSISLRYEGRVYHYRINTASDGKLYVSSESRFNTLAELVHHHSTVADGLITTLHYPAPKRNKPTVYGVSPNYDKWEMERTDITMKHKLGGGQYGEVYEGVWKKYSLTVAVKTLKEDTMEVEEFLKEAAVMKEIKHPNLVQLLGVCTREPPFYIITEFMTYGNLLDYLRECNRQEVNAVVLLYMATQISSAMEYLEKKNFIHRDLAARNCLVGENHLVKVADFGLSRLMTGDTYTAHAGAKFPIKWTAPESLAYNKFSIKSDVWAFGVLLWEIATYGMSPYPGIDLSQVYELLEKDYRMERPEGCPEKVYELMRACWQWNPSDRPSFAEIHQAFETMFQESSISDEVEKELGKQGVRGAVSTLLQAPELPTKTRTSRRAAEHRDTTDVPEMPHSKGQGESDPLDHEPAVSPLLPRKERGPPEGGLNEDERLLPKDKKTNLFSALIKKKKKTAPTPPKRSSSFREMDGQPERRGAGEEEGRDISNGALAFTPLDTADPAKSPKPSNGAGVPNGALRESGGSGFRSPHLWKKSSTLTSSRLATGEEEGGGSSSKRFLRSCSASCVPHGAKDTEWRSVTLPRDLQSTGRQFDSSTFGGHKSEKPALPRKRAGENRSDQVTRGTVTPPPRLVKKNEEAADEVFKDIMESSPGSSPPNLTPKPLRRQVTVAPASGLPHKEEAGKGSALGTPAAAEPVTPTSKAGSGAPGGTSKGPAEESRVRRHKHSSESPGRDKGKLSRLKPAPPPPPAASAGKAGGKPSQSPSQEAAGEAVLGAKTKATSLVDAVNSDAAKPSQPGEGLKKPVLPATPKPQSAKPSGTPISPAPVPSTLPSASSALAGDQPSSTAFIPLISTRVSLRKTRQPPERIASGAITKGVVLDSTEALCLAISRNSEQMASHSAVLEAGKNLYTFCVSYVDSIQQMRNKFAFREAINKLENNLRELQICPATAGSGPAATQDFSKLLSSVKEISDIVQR
Target sequence (Q13671 whole entry, looked up): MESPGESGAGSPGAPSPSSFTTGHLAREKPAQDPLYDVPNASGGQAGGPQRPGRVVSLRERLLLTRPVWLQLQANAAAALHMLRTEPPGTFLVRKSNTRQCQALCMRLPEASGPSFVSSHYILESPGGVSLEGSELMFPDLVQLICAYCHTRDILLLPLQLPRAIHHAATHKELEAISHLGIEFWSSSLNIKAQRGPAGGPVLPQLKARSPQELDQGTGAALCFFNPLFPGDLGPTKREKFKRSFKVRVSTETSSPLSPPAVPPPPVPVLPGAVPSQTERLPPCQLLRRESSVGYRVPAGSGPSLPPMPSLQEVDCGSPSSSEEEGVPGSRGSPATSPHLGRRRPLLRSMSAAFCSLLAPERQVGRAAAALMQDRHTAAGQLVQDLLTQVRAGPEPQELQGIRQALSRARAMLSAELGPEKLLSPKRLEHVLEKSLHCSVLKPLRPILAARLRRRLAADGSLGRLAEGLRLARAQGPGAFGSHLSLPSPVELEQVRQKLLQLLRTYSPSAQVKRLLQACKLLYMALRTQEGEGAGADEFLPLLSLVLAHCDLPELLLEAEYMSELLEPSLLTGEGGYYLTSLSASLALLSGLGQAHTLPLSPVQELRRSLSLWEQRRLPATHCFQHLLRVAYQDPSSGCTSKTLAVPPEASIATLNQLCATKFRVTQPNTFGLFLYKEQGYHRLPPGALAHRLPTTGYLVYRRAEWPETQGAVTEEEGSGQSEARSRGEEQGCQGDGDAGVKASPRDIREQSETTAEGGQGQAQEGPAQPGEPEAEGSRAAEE
* marks the source's active call; other numbers are inactive results; i = inactive.

canonical_smiles | CendR NRP1 mod | FAS-TE inh | MLLE-PAM2 inh | MT1-MMP act inh | E coli Lon inh | SKN-1 block | Neddyl block | MsrA act | Rin1-Abl PPI inh
COc1cccc(CNC(=O)C2CCC(=O)N(CCc3cccc(F)c3)C2)c1 (configuration not stated) | 3.3 | -1.3 | -2.4 | 1.4 | -5.2 | -9.2 | i | 0.1 | 1.1
CCN(CC)CCNC(=O)c1ccc2c(=O)n(CCc3ccccc3)c(=O)[nH]c2c1 | 11.4 | -8.4 | 5.8 | -3.8 | -9.2 | -6.3 | i | -0.8 | 3.2
COc1ccc(C(=O)OCCOc2ccccc2C(C)=O)c(O)c1 | 5.3 | 14.4 | 2.4 | 4.9 | -4.8 | -7.8 | i | -12.2 | -0.3
C[C@@H]1CN([C@@H](C)CO)C(=O)c2cc(Br)cnc2O[C@H]1CN(C)C(=O)C1CC1 | -16.0 | -7.9 | 11.4 | 5.5 | -8.0 | -6.7 | i | -0.1 | 1.3
CCCCNC(=S)Nc1ccc(C(F)(F)F)cc1 | 3.6 | 19.2 | -18.2 | 2.9 | 0.0 | 17.5 | i | -2.3 | -6.6
Cc1ccc2nsnc2c1S(=O)(=O)Nc1cccc2nsnc12 | 9.5 | 2.6 | -2.4 | 3.4 | -3.8 | -0.4 | i | 2.5 | -2.5
NC(=O)c1ccc2c(c1)OCCO2 | 10.3 | -8.0 | -1.6 | -1.7 | 7.8 | -45.0 | i | -13.3 | 0.7
NS(=O)(=O)c1cccc(NC(=O)COC(=O)c2ccccc2SCC(=O)N2CCCC2)c1 | -0.2 | -5.8 | 0.6 | -2.0 | -6.7 | -5.2 | i | -8.6 | 2.4
CCC(=O)c1ccc(OCC(=O)c2ccc3c(c2)NC(=O)CO3)cc1 | -5.6 | -1.7 | 10.8 | 2.5 | 6.3 | 5.9 | i | -3.2 | 1.4
Oc1ccc2n[nH]nc2c1 | 3.6 | -7.8 | -6.7 | 3.8 | 5.0 | 3.6 | i | -1.1 | -0.4
Cn1c(SCC(=O)N2CCOCC2)nnc1-c1cccc(NC(=O)c2ccccc2)c1 | 7.7 | -7.6 | -111.2 | -2.7 | -3.4 | -3.4 | i | 1.7 | 0.2
Cc1ccccc1C(=O)c1c[nH]c(C(=O)NCc2ccco2)c1 | -4.3 | -0.8 | 2.6 | -0.7 | -4.8 | 0.9 | i | -2.2 | 1.8
CC(=O)c1c(C)[nH]c(C(=O)NCc2ccccc2F)c1C | -0.5 | -4.0 | -4.0 | 3.8 | -0.1 | 6.4 | i | -3.2 | -1.7
COCCNC(=O)C1(C)CCN(Cc2cccc(Oc3ccccc3)c2)C1 (configuration not stated) | 7.1 | -6.5 | -9.4 | 3.6 | -0.1 | 5.9 | i | 2.7 | -1.3
Cc1ccc2c(COC(=O)c3ccccc3F)cc(=O)oc2c1 | -1.1 | -5.3 | 0.3 | -3.6 | 5.3 | 16.0 | i | -1.3 | -4.5
CCOC(=O)CSc1nnc(CNc2ccc(Cl)cc2)n1Cc1ccccc1 | 9.5 | 9.7 | -4.3 | -3.9 | -5.4 | 0.9 | i | -1.4 | -0.6
O=C(CSc1nc2ccc(S(=O)(=O)N3CCOCC3)cc2[nH]1)N1CCOCC1 | -11.8 | -7.9 | 25.7 | 12.0 | 0.6 | -14.0 | i | -1.5 | -0.2
Cc1cc(C)n(-c2ccc(C(=O)N3CCN(c4ccccn4)CC3)cc2)n1 | -2.0 | -3.9 | -1.9 | -3.6 | 0.1 | 4.2 | i | -2.2 | -0.5
Cc1ccc2occ(C3NC(C(=O)O)CS3)c(=O)c2c1 (configuration not stated) | 3.9 | -5.9 | 21.4 | 2.0 | 0.0 | 0.9 | i | -2.9 | -1.6
O=C(Cn1nc(-c2ccccc2)ccc1=O)N1CCOCC1 | -13.9 | -2.5 | -14.3 | 0.0 | -1.8 | -3.9 | i | -1.5 | -2.5
CC(OC(=O)c1ccc(Cl)cc1)C(=O)NCc1ccc2c(c1)OCO2 (configuration not stated) | -3.8 | 2.5 | -0.2 | -0.2 | 2.6 | 18.2 | i | -2.4 | -2.6
O=C(Nc1ccccc1)c1cccc(C(F)(F)F)c1 | -1.4 | -7.6 | -2.0 | 0.3 | -12.5 | 7.2 | i | 0.9 | 0.3
CN(C(=O)c1cccc(NC(=O)Cc2ccc(NC(=O)C3CCN(C(=O)C4CCC4)CC3)cc2)c1)C1CC1 | 0.9 | -12.3 | -2.0 | 5.9 | -0.8 | 1.7 | i | 3.6 | 1.5
CCOC(=O)C(=O)Nc1ccc(S(=O)(=O)Nc2nccs2)cc1 | -1.0 | -5.8 | -0.9 | -3.3 | 0.7 | 8.9 | i | -3.5 | 0.4
Cc1cc(C)c(C)c(C(=O)C(=O)c2ccccc2)c1 | 7.3 | -4.6 | -3.3 | -0.2 | -7.6 | 25.1 | i | -2.5 | 3.0
O=C(O)c1ccc(COCC(F)(F)C(F)F)o1 | 7.2 | -5.9 | 0.1 | -0.8 | -8.5 | -3.9 | i | -3.5 | -2.8
CCOc1ccc(CCNC(=O)c2cccc(S(=O)(=O)N3CCN(C(C)=O)CC3)c2)cc1OCC | -4.6 | -3.8 | -10.6 | -1.8 | 1.3 | 8.0 | i | -5.4 | 1.1
COc1ccc(NC(=O)Nc2ccc3nsnc3c2)cc1 | -2.6 | 3.8 | -2.6 | 3.6 | -3.1 | 11.0 | i | -2.8 | -3.4
COc1ccc(NC(=S)NNC(=O)c2ccc(S(=O)(=O)N3CCOCC3)cc2)cc1 | 3.3 | -6.4 | 16.2 | 4.3 | 3.8 | -1.2 | i | -3.2 | 0.2
O=C(Nc1cc(S(=O)(=O)N2CCCCC2)ccc1N1CCCCC1)c1ccncc1 | 1.9 | 6.2 | -15.1 | 0.0 | -11.8 | -4.4 | i | -5.4 | -2.2

A run of entries from further up, for reference:
canonical_smiles | CendR NRP1 mod | FAS-TE inh | MLLE-PAM2 inh | MT1-MMP act inh | E coli Lon inh | SKN-1 block | Neddyl block | MsrA act | Rin1-Abl PPI inh
COc1ccc(NC(=S)NNC(=O)c2ccc(S(=O)(=O)N3CCOCC3)cc2)cc1 | 3.3 | -6.4 | 16.2 | 4.3 | 3.8 | -1.2 | i | -3.2 | 0.2
O=C(Nc1cc(S(=O)(=O)N2CCCCC2)ccc1N1CCCCC1)c1ccncc1 | 1.9 | 6.2 | -15.1 | 0.0 | -11.8 | -4.4 | i | -5.4 | -2.2

Next records
canonical_smiles | CendR NRP1 mod | FAS-TE inh | MLLE-PAM2 inh | MT1-MMP act inh | E coli Lon inh | SKN-1 block | Neddyl block | MsrA act | Rin1-Abl PPI inh
O=S1(=O)C[C@H](N2CCC(Cc3ccccc3)CC2)[C@@H](COCc2ccccc2)N1 | 12.1 | 17.0 | -8.2 | -0.2 | 0.1 | 11.3 | i | -2.8 | 4.7
CSc1ncccc1C(=O)OCC(=O)N1CC2(C)CC1CC(C)(C)C2 (configuration not stated) | -6.8 | 2.9 | -6.1 | -0.6 | 1.4 | 4.5 | i | -0.9 | 1.9
CCOC(=O)c1ccc(Nc2cc(C)nc3ncnn23)cc1 | -0.5 | -5.4 | -5.7 | -31.5 | 0.9 | -12.2 | i | -3.1 | 3.8
c1ccc(-c2nnc3sc(-c4ccncc4)nn23)cc1 | -5.2 | 1.4 | 33.4 | 0.1 | -4.8 | -0.7 | i | -0.8 | -4.6
CCOC(=O)CSC1=Nc2ccccc2C2=NC(CC(=O)NCc3ccc4c(c3)OCO4)C(=O)N12 (configuration not stated) | -12.5 | -0.9 | -18.4 | -2.9 | -1.6 | 8.8 | i | -3.9 | 2.2
O=C(NC(c1ccccc1)c1c(O)ccc2ccccc12)c1ccccc1Cl (configuration not stated) | -6.4 | 12.2 | -5.9 | -14.9 | 9.8 | 3.8 | i | -8.6 | 5.4
Cc1ccc(C)c(OCCCN2CCc3ccccc3C2)c1 | 15.9 | 12.3 | 4.6 | -0.4 | -7.5 | -7.5 | i | -1.6 | -0.2
CC(C)CN(C(=O)c1cccc(Cl)c1)c1c(N)n(CC(C)C)c(=O)[nH]c1=O | -1.2 | -5.9 | 0.2 | 2.1 | -17.3 | 12.7 | i | -2.9 | -1.3
O=[N+]([O-])c1cccc(-n2nnnc2CNCc2ccccc2)c1 | -9.2 | 3.9 | -2.0 | -6.4 | -2.1 | -7.8 | i | -6.9 | 0.0
N#Cc1cccc(NC(=O)COc2ccc(-n3ccnc3)cc2)c1 | -2.7 | 13.7 | -11.7 | 0.9 | -4.5 | -4.5 | i | -0.6 | -1.6
Cc1ccc(S(=O)(=O)N2CCCCCC2)cc1[N+](=O)[O-] | -7.4 | 9.8 | 0.8 | 0.7 | -5.6 | -2.7 | i | -0.4 | -1.5
CNC[C@@H]1OCc2ccccc2-c2c(n(C)c3ccccc23)C(=O)N([C@H](C)CO)C[C@@H]1C | 1.0 | 10.0 | 7.8 | 7.2 | 3.4 | 7.6 | i | -0.9 | 0.3
CCCCN(CCCC)Cc1cc(=O)oc2cc(OC)c(Cl)cc12 | 1.5 | 16.1 | -38.4 | -3.0 | -13.9 | 8.9 | i | -2.7 | -0.1
COc1ccc2oc(C(=O)C3CC3)c(N)c2c1 | -13.3 | 0.7 | 11.7 | 1.6 | -2.6 | 21.6 | i | -6.2 | -2.7
O=C(CSc1nnc(NC(=O)C2CC2)s1)NCc1cccs1 | -3.9 | 6.9 | 8.4 | -4.3 | 5.6 | -8.6 | i | -2.9 | -0.7
Cc1ccc(NC(=O)c2nc[nH]c2C(=O)NCCCCCNC(=O)OC(C)(C)C)cc1 | 2.5 | 12.6 | 1.9 | -2.2 | -8.4 | -17.6 | i | -12.4 | 1.0
CCN(CC)CCN(Cc1cc2cccc(C)c2[nH]c1=O)C(=S)Nc1ccccc1 | -17.1 | 6.5 | -71.9 | 1.1 | 7.7 | 0.7 | i | -3.1 | -2.8
CC(C)Cc1nc2n[nH]c(N)c2c2c1COC(C)(C)C2 | 9.5 | -10.9 | 3.9 | 3.1 | -5.1 | -20.5 | i | -2.6 | -1.2
COc1cc([N+](=O)[O-])ccc1NC(=O)COC(=O)c1ccc(NC(N)=O)cc1 | 7.6 | 1.5 | -4.9 | 3.2 | -14.2 | -14.6 | i | -1.4 | -1.0
CN(C(=O)Nc1ccccc1)C1CCS(=O)(=O)C1 (configuration not stated) | 1.6 | -4.5 | 4.9 | 6.5 | -9.2 | -2.0 | i | -3.6 | 1.0
CC(=O)Nc1ccc(NS(=O)(=O)c2ccc3c(c2)n(C)c(=O)n3C)cc1 | -5.3 | -5.0 | -8.4 | 4.9 | -3.2 | 2.7 | i | 0.4 | 0.1
Cc1cnc(NC(=O)C2C(=O)c3ccccc3S(=O)(=O)N2C)s1 (configuration not stated) | 1.2 | -4.8 | -7.7 | 1.7 | -7.5 | -8.6 | i | -5.7 | -4.8
CCOc1ccc(C2C(C(=O)O)CCC(=O)N2C2CCCCC2)cc1 (configuration not stated) | 19.4 | -7.4 | -13.7 | 8.3 | -15.5 | -4.8 | i | -8.5 | 2.4
O=C(Nc1ccccc1)Nc1nnc(Cc2ccc([N+](=O)[O-])cc2)s1 | -8.2 | 0.3 | 2.5 | -1.8 | 11.2 | -1.2 | i | -3.4 | -6.0
O=C(COC(=O)c1ccc[nH]c1=O)NCCCc1ccccc1 | 1.5 | -3.6 | 1.9 | -0.7 | -6.0 | 1.4 | i | 4.0 | 1.4
COC(=O)c1sccc1NC(=O)CSc1ccc(Cl)cc1 | 7.5 | 24.2 | -2.9 | -3.2 | 1.8 | -8.3 | i | -1.1 | 4.7
Clc1ccc(C2=Nn3c(nnc3-c3n[nH]c4c3CCC4)SC2)cc1Cl | 9.6 | 17.9 | -87.7 | 6.6 | -4.8 | 7.3 | i | 3.5 | -4.5
